High-throughput results as filed in PubChem BioAssay.
CHRM1 agonist: agonists of human M1 muscarinic receptor; P11229; CHO-K1 hM1, Fluo-8 calcium fluorescence, agonist mode; 0% DMSO, 100% acetylcholine EC100; activation, % at 3 µM; 0.33% of 360,000 active; AID 588814;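 active means activation above the run's mean compound activation plus 3 SD, cut at about 16% in these data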;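 further: peak over basal fluorescence ratio within a 140 s kinetic read after compound addition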
Target sequence (P11229 whole entry, looked up): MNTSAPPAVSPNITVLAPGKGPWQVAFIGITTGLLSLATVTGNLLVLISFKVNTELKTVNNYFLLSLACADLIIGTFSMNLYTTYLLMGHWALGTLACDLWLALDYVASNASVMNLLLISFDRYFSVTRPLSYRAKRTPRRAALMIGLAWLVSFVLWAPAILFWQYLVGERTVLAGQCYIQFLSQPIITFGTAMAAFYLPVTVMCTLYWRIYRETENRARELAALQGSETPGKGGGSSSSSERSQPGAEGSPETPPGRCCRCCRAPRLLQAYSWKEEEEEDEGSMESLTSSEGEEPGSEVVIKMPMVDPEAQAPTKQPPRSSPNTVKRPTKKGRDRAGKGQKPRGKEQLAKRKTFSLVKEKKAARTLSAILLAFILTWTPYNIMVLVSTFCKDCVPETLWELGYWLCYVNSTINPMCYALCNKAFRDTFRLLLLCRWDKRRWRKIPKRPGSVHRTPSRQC
TAAR1 ag: agonists of human TAAR1 | Q96RJ0 | CHO RD-HGA16 TAAR1, Fluo-8 calcium fluorescence; vehicle wells 0%, saturating PEA agonist 100% | activation, % at 3 µM | 0.99% of 360,000 active | AID 624467;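 active means activation above the mean activation of all test compounds in the run plus 3 SD, cut at about 38% in these data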
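Assay system: CHO-derived RD-HGA16 cells with stable Gα16 and human TAAR1; timing: 17-24 h seeding, 75 min 37 °C dye, 30 min RT; read-out: % activation from peak over basal fluorescence ratio, DMSO-to-PEA scaled; measured by: kinetic Fluo-8 calcium fluorescence; benchmarks: low control DMSO, high control PEA (EC100); doses: 3 µM single concentration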
CHRM1 antagonist: blocks human M1 muscarinic receptor | P11229 | 1.3% of 360,000 active | CHO-K1 hM1, Fluo-8 calcium fluorescence, ACh EC80 antagonist | inhibition, % at 3 µM | AID 588852;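 active means percent inhibition above its own plate's cutoff, namely the mean of that plate's compound wells plus 3 SD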;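 further: peak over basal fluorescence ratio during 140 s after agonist addition; 0% = ACh EC80 plus DMSO and 100% = DMSO alone without agonist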
TAAR1 antag: antagonists of human TAAR1; Q96RJ0; CHO RD-HGA16 TAAR1, Fluo-8 calcium fluorescence, antagonist; inhibition, % at 3 µM; 1.5% of 360,000 active; AID 624466;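 active means inhibition above a per-plate cutoff, the mean inhibition of test compounds on that plate plus 3 SD, cut at about 49% in these data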;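 further: 0% = DMSO plus EC80 beta-PEA response and 100% = DMSO alone without agonist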
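Test system: RD-HGA16 CHO cells with stable hTAAR1 and Gα16 / Probe or stimulus: EC80 β-phenethylamine stimulus / Times: seeding 17-24 h prior, 75-min 37 °C, 30-min RT dye loading / Detection: Fluo-8 calcium-sensitive fluorescence / Read-out basis: % inhibition scaled between DMSO and EC80 PEA controls / Repeats: singlicate, one well per test compound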
OXTR potentiator: potentiates the human oxytocin receptor response; P30559; AID 2445; activation, % at 3 µM; 0.061% of 320,000 active; CHO-OTR cells, Fluo-8 calcium fluorescence, potentiator mode; 0% = oxytocin EC15, 100% = EC100;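 active means activation above that plate's cutoff, the mean activation of tested compounds plus 3 SD, cut at about 6.6% in these data, passing the limit was not always enough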;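 further: 100% uses oxytocin at 75 nM as the full agonist control; some results filed as inactive read as strong as hits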
Target sequence (P30559 whole entry, looked up): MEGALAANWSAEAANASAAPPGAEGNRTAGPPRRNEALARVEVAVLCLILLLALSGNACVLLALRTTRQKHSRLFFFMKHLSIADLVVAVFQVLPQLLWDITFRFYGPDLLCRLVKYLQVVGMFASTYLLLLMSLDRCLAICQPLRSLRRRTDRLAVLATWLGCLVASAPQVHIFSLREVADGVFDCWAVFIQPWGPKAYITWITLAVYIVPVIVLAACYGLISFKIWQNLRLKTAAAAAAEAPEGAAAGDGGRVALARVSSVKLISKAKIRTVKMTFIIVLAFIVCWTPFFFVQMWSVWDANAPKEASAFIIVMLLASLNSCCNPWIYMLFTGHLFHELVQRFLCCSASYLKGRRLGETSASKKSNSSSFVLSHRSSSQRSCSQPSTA
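Material: human OTR in CHO cells. Compound: 3.0 µM, one dose. Timing: compound 6 min at room temperature before oxytocin, 100 s read. Evaluation: % activation of max/min ratio relative to oxytocin controls. Replication: single well per compound, singlicate. Signal: Fluo-8 calcium dye fluorescence.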
CHO-K1 Ca antag: M1 antagonist counterscreen hit in parental CHO-K1 cells | ATP-induced calcium, Fluo-8 fluorescence | inhibition, % at 3 µM | 0.6% of 360,000 active | AID 602250;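 active means inhibition above a per-plate cutoff, the plate's mean sample inhibition plus 3 SD, cut at about 24% in these data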;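 further: 0% = DMSO plus EC80 ATP and 100% = DMSO alone without ATP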
M1 ag parental: nonselective activator or artifact in parental CHO-K1 cells; AID 602248; 0.48% of 360,000 active; Fluo-8 calcium fluorescence; scaled to maximal ATP response, vehicle zero; activation, % at 3 µM; in the data active means activation above about 15%;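 further: untransfected CHO-K1 host cells lacking M1 receptor as counterscreen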
CHO-K1 Ca PAM: nonselective activator or artifact in parental CHO-K1 calcium assay; AID 602247; 0.02% of 360,000 active; ATP EC20, Fluo-8 calcium fluorescence; 0% at ATP EC20, 100% at ATP max; activation, % at 3 µM;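 active means activation above the run cutoff, the mean activation of all test compounds plus 3 SD, cut at about 40% in these data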;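 further: peak over basal fluorescence ratio in a 140 s read after ATP addition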
CHO parental Ca: counter-screen: ATP calcium response change in parental CHO cells | parental CHO-K1, ATP-induced calcium, Fluo-8 fluorescence | inhibition, % at 5.6 µM | 0.63% of 330,000 active;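 active means inhibition above that plate's mean sample inhibition plus 3 SD, cut at about 26% in these data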;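 further: 0% = ATP-challenged DMSO wells and 100% = DMSO wells without ATP; some compounds past the cut are filed as inactive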
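Test system: parental CHO cells; detection: calcium-sensitive Fluo-8 fluorescence; evaluation: percent inhibition of calcium signal; also added: ATP as calcium-mobilizing challenge; repeats: one well per compound; control set: ATP-challenged DMSO wells low, unchallenged DMSO wells high; compound: single nominal dose of 5.6 µM per compound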
* marks the source's active call; other numbers are inactive results; · = no result given. Random draw from the library; about 4.2% have a hit in one of these screens.

Values run as follows: CHO parental Ca	TAAR1 ag	CHRM1 agonist	CHRM1 antagonist	TAAR1 antag	M1 ag parental	CHO-K1 Ca PAM	OXTR potentiator	CHO-K1 Ca antag
CN(CC(=O)Nc1cccc(F)c1)C(=O)CNS(=O)(=O)c1ccc(N(C)C)c([N+](=O)[O-])c1
 : -10.0	0.1	-1.8	-0.3	-5.3	2.0	4.8	-5.1	2.0
COc1ccccc1-c1nnc(NC(=O)C2CCCN2S(=O)(=O)c2cccs2)o1 (stereo not drawn)
 : ·	2.3	-2.2	-19.7	-17.9	0.0	-0.9	·	9.7
COc1ccc(C(CNC(=O)COc2ccccc2OC)N2CCCCC2)cc1 (stereo not drawn)
 : -24.0	1.4	-5.3	0.8	-31.0	-0.4	-3.8	5.0	-0.3
C=CCn1c(O)c(N=NC(=O)CNC(=O)/C=C/c2ccco2)c2ccccc21
 : -18.6	0.8	-11.7	-6.7	-0.4	0.1	13.7	-4.1	-21.1
O=c1nc(/C=C/c2cc([N+](=O)[O-])ccc2Cl)cc(C(F)(F)F)[nH]1
 : -2.0	5.9	-3.6	2.5	-1.9	-0.5	-1.4	-4.4	6.9
O=C(CCCCn1cnc2c(=S)nc[nH]c21)Nc1ccc(C(=O)O)cc1
 : ·	1.1	1.1	-2.2	-7.4	-0.3	20.1	·	-10.3
CC(Sc1nnc(-c2ccccc2)c(-c2ccccc2)n1)C(=O)NCC1CCCO1 (stereo not drawn)
 : -30.1	-2.0	-2.0	7.4	-17.7	0.2	-19.5	5.3	16.1
O=C1C=CC2(C=C1)O[C@H](Cc1ccccc1)[C@@H](Cc1ccccc1)O2
 : ·	7.2	0.0	-7.2	9.6	-0.1	-1.3	·	11.3
Cc1noc(C(=O)Nc2ccc(F)c(Cl)c2)c1Cl
 : -12.7	-0.3	-7.5	82.8*	0.1	3.1	0.9	-5.0	-20.1
COc1ccc(S(=O)(=O)NNC(=O)c2csc(-n3nc(C)cc3C(F)(F)F)n2)cc1OC
 : -5.2	0.7	-5.2	6.4	-0.4	0.0	-0.7	-5.6	6.2
COc1ccc2cc(OCC(=O)NNC(=O)Nc3ccc(F)cc3)ccc2c1
 : 7.2	1.6	2.4	-5.5	-13.3	1.1	13.7	-6.0	17.9
CCC(C)(O)c1[nH]c2ccc(C(=O)OC)cc2c1C (stereo not drawn)
 : 0.7	5.5	-1.7	-13.5	-15.7	-0.4	-10.5	-11.2	-4.2
CC1(C)CC2CC(C)(CN2S(=O)(=O)c2ccc(C(=O)Nc3cccc(S(=O)(=O)N4CCOCC4)c3)cc2)C1 (stereo not drawn)
 : 6.2	-0.2	-8.8	17.0	10.8	0.4	12.3	-5.4	-1.4
CCOC(=O)C1(CC2CCCCO2)CCN(Cc2nc3ccccc3nc2C)CC1 (stereo not drawn)
 : -26.0	2.0	-8.5	-4.2	2.5	0.5	-5.2	-16.2	-3.0
CC(C)(C)c1cc(CN(CCO)CCO)c(O)c(C(C)(C)C)c1
 : -15.7	-0.8	1.2	-33.1	-34.0	0.2	14.5	-7.0	-14.7
COc1ccc(N2CCN(CCCn3c(=S)[nH]c4ncccc4c3=O)CC2)cc1
 : 1.0	0.8	-7.0	-11.8	-1.4	1.1	22.5	-2.7	-13.1
COC(=O)c1ccc(NC(=O)C(=O)c2cccn2C)cc1
 : -11.0	1.2	-6.9	-11.9	12.0	2.3	6.5	-9.3	-18.8
CN(C)S(=O)(=O)c1cccc(NC(=O)c2cc(=O)[nH]c3ccccc23)c1
 : -7.4	1.6	-10.3	-0.2	1.5	-0.2	14.5	-8.9	-7.7
Cc1cccc(S(=O)(=O)Nc2ccc(-c3ccc4nncn4n3)cc2)c1
 : -3.0	1.5	-4.3	1.5	-3.2	1.8	5.2	-4.3	4.0
COC(=O)CCc1c(C)nn(-c2ccccc2)c1C
 : -8.5	7.9	-2.5	5.6	7.3	-0.1	3.6	-3.2	0.3
CCCC(NC(=O)C(C)N1CCN(S(=O)(=O)c2ccccc2)CC1)c1ccccc1 (stereo not drawn)
 : -17.6	1.8	-4.1	-5.0	7.4	0.2	11.6	-3.2	-10.8
CCCCCCNC(=O)Nc1ccccc1
 : -12.0	14.5	6.5	5.2	2.9	2.7	9.0	-0.6	-1.5
CC(C)(C)c1ccc(OCC(O)CN2CCN(C(=O)c3ccccc3)CC2)cc1 (stereo not drawn)
 : 4.1	3.7	-4.9	-18.4	-13.9	4.8	17.3	-18.1	-6.6
CCN(CC)S(=O)(=O)c1ccc(N2CCOCC2)c(NC(=O)C2CC2)c1
 : 0.3	-0.5	0.5	0.2	-7.3	0.8	-13.0	-4.1	0.3
c1ccc2c(c1)CCCN2Cc1nnnn1CC1CCCO1 (stereo not drawn)
 : -15.6	0.4	-5.7	-3.3	9.6	1.5	16.0	-2.6	-5.0
Cc1nc(Nc2ccc(O)cc2)c2c3c(sc2n1)CCCC3
 : -22.4	·	-2.2	-13.1	·	0.3	29.6	-4.8	-25.0
COCCOc1ccc(C(F)(F)F)cc1NC(=O)COC(=O)C12CC3CC(CC(O)(C3)C1)C2
 : -1.6	6.0	-0.6	-15.2	0.6	2.5	-18.2	-7.0	4.0
O=C(COC(=O)Cn1nnc(-c2ccccc2)n1)Nc1ccccc1Br
 : -1.0	2.5	-2.3	-15.7	7.4	0.9	19.0	-4.3	-20.8
CCN(CC)C(NC(=O)c1ccccc1)C(=O)c1ccccc1 (stereo not drawn)
 : -10.2	15.0	-3.4	-42.9	-12.0	8.3	18.7	-10.3	9.0
CCCSc1nc(C)c(CC(=O)O)c(=O)[nH]1
 : 5.2	-2.5	-1.8	-6.0	5.1	0.1	3.6	-18.6	-3.1
CCn1c(SCC(=O)NNC(=O)c2ccc(OC)cc2)nnc1C(C)C
 : -6.3	0.8	-1.8	-8.3	-11.4	-0.1	7.7	4.0	-11.6
CCCc1nnc(NC(=O)CCC(=O)N2CCCCCC2)s1
 : 2.1	18.3	-1.6	-17.0	16.9	0.9	16.5	-4.1	0.4
CCOC(=O)C1=NNC2(c3ccccc3)C(=O)N(c3cccc(Br)c3)C(=O)C12 (stereo not drawn)
 : -18.3	1.8	-6.5	-4.8	5.9	-0.1	12.5	-1.4	-5.0
CCCN(CCC)CC(=O)NCC1(c2ccccc2)CCOCC1
 : -4.5	1.6	-4.5	5.3	-3.1	-0.1	5.2	-6.4	7.2
COc1ccc(OC)c(-n2nnnc2SCC(=O)Nc2ccc3c(c2)OCCO3)c1
 : 6.1	6.0	-4.2	6.6	4.2	7.6	3.6	1.2	3.9
COc1cccc(-n2c(SCC(=O)NCC3CCCO3)nc3c([nH]c4ccccc43)c2=O)c1 (stereo not drawn)
 : -24.8	2.4	-1.9	-14.4	11.5	3.0	8.9	-7.0	-8.7
Cc1ccc(C(C(=O)NC(C)(C)C)N(CC2CCCO2)C(=O)c2csnn2)cc1 (stereo not drawn)
 : -3.0	0.0	-1.7	-13.4	-4.2	0.9	10.0	-0.8	-12.1
NC(=O)CCn1c2ccccc2c2ccccc21
 : 1.1	8.0	-3.8	3.8	-3.9	-0.5	5.2	-10.9	5.4
O=C(NCc1ccccc1)c1ncn(Cc2ccccc2)c1C(=O)NCc1ccccc1
 : -22.0	17.6	-3.2	-20.8	8.2	0.8	13.2	-7.8	-5.4
CN(C)CCN1C(=O)c2cccc3cc([N+](=O)[O-])cc(c23)C1=O
 : ·	1.0	-3.4	-4.7	-16.4	-0.3	-20.7	·	9.4
COc1cccc(NC(=O)CN(C)C(=O)COc2ccc3ccccc3c2)c1
 : -14.6	1.7	-2.5	-5.9	-23.9	0.7	-3.4	-2.5	13.1
O=C(/C=C/c1ccc(O)c(O)c1)c1ccc(S(=O)(=O)N2CCCCCC2)cc1
 : -6.8	3.1	-2.8	4.5	-14.7	3.3	12.6	-0.9	-9.6
COc1cc(NC(=O)c2cccs2)c(OC)cc1NC(=O)Nc1ccc(F)cc1
 : ·	-0.4	-1.0	-5.8	26.3	1.4	15.4	·	-8.8
C/C(=C/C(=O)N1CCc2ccccc21)C(=O)O
 : 0.3	0.2	-10.3	-5.3	-7.6	0.3	13.0	2.0	-5.5
COCCN(CCOC)Cc1c(C)[nH]c2ccccc2c1=O
 : -9.8	1.8	3.5	-11.3	10.4	-0.2	14.4	-12.5	-2.8
O=c1c2ccccc2cnn1Cc1n[nH]c(=S)n1-c1ccc(Cl)cc1
 : -7.5	1.3	-4.5	-4.9	2.2	-0.2	-2.6	-3.3	1.1
O=C(c1nn(-c2ccccc2)c(=O)c2ccccc12)N1CCN(c2ncccn2)CC1
 : -17.5	10.2	-4.4	0.5	-1.8	1.1	-3.8	-10.2	5.3
O=S(=O)(Cc1ccccc1)N1CCC(c2nc(-c3cccs3)no2)CC1
 : -13.7	·	-10.1	7.3	·	1.6	9.7	-7.8	-10.4
Cn1c(CSc2nc3ccccc3s2)nnc1SCC(=O)NCc1cccnc1
 : -11.2	5.9	-4.6	4.5	2.7	0.2	5.3	-4.7	-2.9
